Bioassay records (PubChem)
CBFb RUNX1 block – inhibitors of human CBF-beta and RUNX1 interaction; Q01196+Q13951; AlphaScreen CBFb-His/RUNX1-biotin binding, biochemical; Potency, µM (top dose mostly 59.8 µM), for the others: at the top dose activity, negative = inhibition, hits mostly inhibitors; 230,000 tested, under 10 active; AID 1477; also: % of control where 0% means no effect
Target sequence (Q01196 whole entry, looked up): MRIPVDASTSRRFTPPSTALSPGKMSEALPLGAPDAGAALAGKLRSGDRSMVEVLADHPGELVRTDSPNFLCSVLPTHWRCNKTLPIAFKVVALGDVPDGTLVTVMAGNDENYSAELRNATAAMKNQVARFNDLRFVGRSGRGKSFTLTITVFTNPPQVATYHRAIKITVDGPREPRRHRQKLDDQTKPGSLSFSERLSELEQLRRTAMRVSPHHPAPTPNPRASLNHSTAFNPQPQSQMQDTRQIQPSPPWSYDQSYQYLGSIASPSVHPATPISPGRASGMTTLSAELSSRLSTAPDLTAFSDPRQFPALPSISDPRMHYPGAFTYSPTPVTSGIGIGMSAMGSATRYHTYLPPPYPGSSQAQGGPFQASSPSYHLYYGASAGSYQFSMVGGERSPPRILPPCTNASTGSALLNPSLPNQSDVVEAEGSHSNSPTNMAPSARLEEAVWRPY
Target sequence (Q13951 whole entry, looked up): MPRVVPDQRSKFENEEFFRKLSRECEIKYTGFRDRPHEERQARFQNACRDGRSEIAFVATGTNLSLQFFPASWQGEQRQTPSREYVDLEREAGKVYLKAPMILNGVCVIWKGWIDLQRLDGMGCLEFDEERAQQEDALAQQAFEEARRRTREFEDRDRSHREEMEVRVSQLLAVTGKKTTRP
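Room-temperature protein-protein interaction test with 30 nM each of His-tagged CBF-beta and biotinylated RUNX1, 15 min with compound, then 90 min with nickel plus streptavidin beads. Signal read in AlphaScreen mode.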
Luc counter – Kinase-Glo luciferase inhibition (counter-screen); AID 1379; Potency, µM (series often up to 38.3 µM), for the others: top-dose activity change, negative = inhibition, actives largely listed as inhibitors; 0.28% of 200,000 active; Kinase-Glo luciferase, ATP luminescence, 8 min; also: potency is read from the fitted curve at half-maximal effect; % is scaled to controls: 0 for no effect and ±100 for the full control effect; nearly all actives have a fitted effect of over 60% in size
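Inhibition of Kinase-Glo luciferase light generation was assessed at 10 uM ATP in pH 7.2 imidazole buffer, with luminescence measured after eight minutes at ambient temperature.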
SMN2 splice enh – enhancers of SMN2 splice variant expression; Potency, µM (doses to about 46.1 µM), for the others: at the top dose activity change, positive = activation, most hits filed as activators; 2.8% of 210,000 active; HEK293 SMN2-luciferase splicing reporter, luminescence, 30-36 h; AID 1458; also: potency is read from the fitted curve at half-maximal effect; % of control where 0% means no effect; nearly all actives have a fitted effect of over 55% in size
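HEK293 cells carry an SMN2 […]–luciferase reporter in which exon 7 inclusion puts luciferase in frame. Cells were plated 10-12 h before compound addition, then incubated 30-36 h at 37C. ONE-Glo luminescence was read; sodium butyrate at 4.5 mM final served as control.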
IMPase Li cell – membrane-permeable IMPase blocker, potentiated with lithium; CHO-M1 cells, IP1 TR-FRET (IP-One), carbachol + lithium; Potency, µM (titrated, usually from 59.4 µM), inactives show at the highest dose activity, negative = IMPase inhibition, hits mostly inhibitors; 0.35% of 210,000 active; AID 1457;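 also: IP1 builds up when IMPase is blocked and the TR-FRET signal falls; potency is read from the fitted curve at half-maximal effect; plate controls were basal vehicle for no effect and high inhibitor control for full effect; nearly all actives have a fitted effect of over 50% in size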
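CHO-M1, 2000 cells/well, 16–30 h culture; cpd + low Li+, 30 min 37C; lysis with d2-IP1/Eu-anti-IP1 Ab, 10 min RT; TR-FRET 665/620 ratio and 620 channel; AC50 via Hill.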
HTT cytoprotect – cytoprotection in Huntington HTT-Q103 PC12 cell model. Potency, µM (titrated, usually from 56.4 µM), for inactives: cytoprotection (ATP increase), hits mostly activators. 0.14% of 230,000 active. PC12 HTT-Q103 induced, cytoprotection, ATP luminescence, 40 h. AID 1471;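 also: potency is read from the fitted curve at half-maximal effect; % of control where 0% means no effect; nearly all actives have a fitted effect of over 45% in size; toxic huntingtin expression switched on by the ecdysone agonist tebufenozide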
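ATP quantification (ATPlite) reports survival of PC12 cells in which tebufenozide, 100 nM final, switches on Htt exon 1 with 103 glutamines linked to GFP; compounds are titrated.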
LMNA splice mod – changes lamin A minigene splicing in HeLa cells; 0.01% of 200,000 active; Potency, µM (doses to about 46.1 µM), for inactives: at the top dose ratio change, negative = inhibition, actives largely listed as inhibitors; HeLa LMNA splicing GFP/RFP minigene ratio, 48 h; active = well fitted inhibition curve with a large enough effect in the signal ratio, with a control signal flat, not every such curve was filed as active; inconclusive = small, poorly fitted or top-dose-only effect, or effect the other way, or a change in a side signal; the % refers to the signal ratio; also: potency is read from the fitted curve at half-maximal effect; % is scaled to controls: 0 for no effect and ±100 for the full control effect
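S3 HeLa cells stably expressing lamin A-EGFP splicing minigene plus DsRed2, 600 cells/well, 48 h compound exposure at 37C. Laser-scanning cytometry; analysed as GFP (500-530 nm)/RFP (575-640 nm) total intensity ratio; 0.5% DMSO vehicle.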
HttQ103 aggreg – inhibitors of mutant huntingtin aggregate formation in PC12 cells | PC12 HttQ103-GFP aggregates, Acumen cytometry, 40 h | Potency, µM (series often up to 46.1 µM), inactives show top-dose activity change, negative = inhibition, most hits filed as inhibitors | 1.1% of 220,000 active | AID 1688; also: potency is read from the fitted curve at half-maximal effect; % is scaled to controls: 0 for no effect and ±100 for the full control effect; nearly all actives have a fitted effect of over 60% in size
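Quantitative HTS on tebufenozide-induced (100 nM) PC12 cells stably expressing polyQ103 Huntingtin exon 1–GFP. Reduction of bright GFP aggregates, detected by laser scanning cytometry after lysis, identified actives across the titration.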
Active calls of the source: *; ? = inconclusive; . = not tested or not shown; & = joins results of further samples; [ ] = remark or other dose. Unless noted, calls follow the shape of the dose curve; as a rule, active = well fitted curve in the direction sought with a large enough effect; inconclusive = small, poorly fitted or top-dose-only effect, or another doubt; inactive = no such curve, though single readings can be large; an effect the other way counts as inactive or inconclusive. This is a random part of the collection. Share with any hit: about 4%.

molecule | CBFb RUNX1 block | Luc counter | SMN2 splice enh | IMPase Li cell | HTT cytoprotect | LMNA splice mod | HttQ103 aggreg
CC1CCN(C(=O)CN(C2CCCCC2)S(C)(=O)=O)CC1 | 9% | 0% | 16% | 25%[38.3 µM] | -1% | 12% | -5%
O=C(CSc1nnc(-c2cccc(S(=O)(=O)N3CCCC3)c2)n1-c1ccccc1)Nc1cccc(C(=O)O)c1 | -1% | . | . | . | -3%[10 µM] | . | -12%[9.22 µM]
CNc1nc(SC)nc(N2CCOCC2)n1 | 3% | -5% | 14% | 16%[38.3 µM] | 0%[0.074 µM] | -2% | -7%
CC(CN1CCOCC1)OC(=O)C(C)(c1ccccc1)c1ccccc1 (configuration not stated) | 5% | 3% | -15% | 32%[activator] | 20%[10 µM] | -2% | -5%
CCOc1cccc2sc(NC(=O)c3ccc(Br)s3)nc12 | 3% | -1% | -21% | 7%[38.3 µM] | -12% | -7% | ?
O=C1CN(C(=O)CNC(=O)c2ccccc2Cl)c2ccccc2N1 | 2% | . | . | -11% | -18% | . | 8%
NC(=O)C1CCN(C(=O)CCC(=O)c2ccc(Br)cc2)CC1 | 0% | 1% | 13% | 2% | -53%[inhibitor] | . | 3%
O=C1CCCC2=C1C(c1ccccc1O)C1=C(CCCC1=O)O2 | 1% | -4% | 8% | 0%[38.3 µM] | -1%[10 µM] | -10% | 7%
Cc1cccc(NC(=O)c2c(-c3ccccc3)noc2C)n1 | 4% | 0% | 0% | 2% | 2.2µM* | -10%[9.22 µM] | -9%
C=CCc1c(C)nc(-c2ccccc2)nc1N/N=C(\C)c1ccc(N)cc1 | 9% | -1% | -29% | -5% | . | 8% | -12%
COc1ccc(/C=N/n2c(-c3ccc(C)cc3)n[nH]c2=S)cc1OC | -6% | . | . | . | 7%[10 µM] | . | 15%[9.22 µM]
O=C1CC(c2ccco2)CC(O)=C1C=NCC1NCCc2ccccc21 (configuration not stated) | -13% | 5% | -5% | 7% | 21%[10 µM] | -9% | 13%
COc1ccc(C(C)(C)C)cc1NC(=O)COC(=O)c1cc(SC)ccc1Cl | 16% | 0% | 5% | 4% | -6%[10 µM] | -18% | -4%
NC(=O)NC(N)=O | 10%[21.7 µM] | . | -19% | 11% | -18% | . | .
Cn1c(NCc2ccco2)nc2c1c(=O)n(Cc1ccc(Cl)cc1)c(=O)n2C | -4% | -5% | 0% | 42%[38.3 µM] | -27% | -4% | -18%
CSc1nc(=NC(C)=O)ss1 | 9% | -14% | -27% | 32%[activator][38.3 µM] | 1%[0.074 µM] | 13% | 23%
CCOC(=O)N1CCN(c2nc(-c3ccc(F)cc3)cs2)CC1 | 6% | 0% | ? | 23%[38.3 µM] | -21% | ? | ?
Cc1ccc(-c2cc([C@H]3[C@H]4C=CC[C@@H](C)[C@@H]4C(=O)N3Cc3ccccc3)ccc2F)cc1 | ? | . | . | . | 6%[10 µM] | . | -41%[9.22 µM]
N/C(=N\OC(=O)Cc1ccc(-c2ccccc2)cc1)c1cccnc1 | 16% | -7% | -3% | 7%[38.3 µM] | -18% | 3% | ?
Cc1ccc(-c2nnc(-c3ccncc3)n2-c2ccc(C)cc2)cc1 | 2% | 9% | -8% | 0%[38.3 µM] | -14% | 9% | 4%
O=c1c2ccccc2n2c(-c3ccc(C(F)(F)F)cc3)nnc2n1Cc1ccccc1 | 1% | . | . | . | -15%[10 µM] | -7% | 17%
O=C(NCC1CCCO1)c1sc2ccccc2c1Cl (configuration not stated) | -2% | 1% | 13µM* | -4% | -9%[1.9 µM] | -14% | 16%
Cc1ccccc1NC(=O)c1oc(=O)c2ccccc2c1-c1ccccc1 | -1% | 3% | -9% | 20% | -1%[10 µM] | 3% | -16%
O=C(CNC(=O)c1cccc(F)c1)OCc1cc(=O)n2cc(Br)ccc2n1 | 5% | 0% | 3% | -11% | 17%[10 µM] | 0% | 2%
O=C(OCC(=O)N(C1CCCCC1)C1CCCCC1)c1cnccn1 | 7% | -9% | 3% | 6%[38.3 µM] | 4% | 3% | 0%
COc1cccc(CC(NC(C)=O)C(=O)NC2CCN(C(=O)C3CC3)CC2)c1OC (configuration not stated) | 1% | 2% | -10% | -2% | -5%[10 µM] | ? | -4%[9.22 µM]
Cn1c(=O)c2c(nc(SCC(=O)OCc3ccccc3)n2C)n(C)c1=O | 6% | 0% | 15% | -8%[38.3 µM] | -7% | -7% | -7%
CCCCC(=O)N1C/C=C\C(c2ccc(OC)cc2)N(Cc2ccc(F)cc2)C(=O)C1 (configuration not stated) | 9% | . | . | . | -9%[10 µM] | . | 12%[9.22 µM]
CSc1ccc2c(c1)N(CC[C@H]1CCCCN1C)c1ccccc1S2 | -2%[21.7 µM] | -4%[17.1 µM] | -7%[20.6 µM] | 18% | -6%[40.3 µM] | ? | .
Cc1ccc(CNC(=O)COC(=O)[C@@H]2CC(O)CN2S(=O)(=O)c2ccc3c(c2)OCCO3)cc1 (some centres not stated) | -2% | 1% | 3% | 1% | 14%[10 µM] | 4% | -5%

(further entries)
Every second line gives: CBFb RUNX1 block, Luc counter, SMN2 splice enh, IMPase Li cell, HTT cytoprotect, LMNA splice mod, HttQ103 aggreg
- Cn1cccc1/C=C(/C#N)C(N)=S
→ -18%, 1%, 16%, -5%, ., ?, 3%
- COc1c(F)c(F)c(C(=O)Nc2ccc(NC(=O)c3ccco3)cc2)c(F)c1F
→ -3%, 4%, -5%, 19%[38.3 µM], -20%, 4%, -14%
- CN(C[C@H](Cc1ccccc1)N(C[C@H](Cc1ccccc1)N(CCC(C)(C)C)N=O)N=O)N=O
→ 13%, ., ., 13%, -14%[10 µM], ., 1%[9.22 µM]
- O=C(NCC(c1cccs1)N1CCOCC1)c1ccco1 (configuration not stated)
→ 2%, -1%, -16%, 0%[38.3 µM], -55%[inhibitor], -3%, ?
- CCCCCCCC(=O)OC[C@H](CO)OC(=O)CCCCCCC
→ 20%&-8%, 2%, -10%&7%, 6%&13%, -10%&30%, ., .

Filtered by structure: the entries above containing sulfur (14)
Every second line gives: CBFb RUNX1 block, Luc counter, SMN2 splice enh, IMPase Li cell, HTT cytoprotect, LMNA splice mod, HttQ103 aggreg
- CC1CCN(C(=O)CN(C2CCCCC2)S(C)(=O)=O)CC1
→ 9%, 0%, 16%, 25%[38.3 µM], -1%, 12%, -5%
- O=C(CSc1nnc(-c2cccc(S(=O)(=O)N3CCCC3)c2)n1-c1ccccc1)Nc1cccc(C(=O)O)c1
→ -1%, ., ., ., -3%[10 µM], ., -12%[9.22 µM]
- CNc1nc(SC)nc(N2CCOCC2)n1
→ 3%, -5%, 14%, 16%[38.3 µM], 0%[0.074 µM], -2%, -7%
- CCOc1cccc2sc(NC(=O)c3ccc(Br)s3)nc12
→ 3%, -1%, -21%, 7%[38.3 µM], -12%, -7%, ?
- COc1ccc(/C=N/n2c(-c3ccc(C)cc3)n[nH]c2=S)cc1OC
→ -6%, ., ., ., 7%[10 µM], ., 15%[9.22 µM]
- COc1ccc(C(C)(C)C)cc1NC(=O)COC(=O)c1cc(SC)ccc1Cl
→ 16%, 0%, 5%, 4%, -6%[10 µM], -18%, -4%
- CSc1nc(=NC(C)=O)ss1
→ 9%, -14%, -27%, 32%[activator][38.3 µM], 1%[0.074 µM], 13%, 23%
- CCOC(=O)N1CCN(c2nc(-c3ccc(F)cc3)cs2)CC1
→ 6%, 0%, ?, 23%[38.3 µM], -21%, ?, ?
- O=C(NCC1CCCO1)c1sc2ccccc2c1Cl (configuration not stated)
→ -2%, 1%, 13µM*, -4%, -9%[1.9 µM], -14%, 16%
- Cn1c(=O)c2c(nc(SCC(=O)OCc3ccccc3)n2C)n(C)c1=O
→ 6%, 0%, 15%, -8%[38.3 µM], -7%, -7%, -7%
- CSc1ccc2c(c1)N(CC[C@H]1CCCCN1C)c1ccccc1S2
→ -2%[21.7 µM], -4%[17.1 µM], -7%[20.6 µM], 18%, -6%[40.3 µM], ?, .
- Cc1ccc(CNC(=O)COC(=O)[C@@H]2CC(O)CN2S(=O)(=O)c2ccc3c(c2)OCCO3)cc1 (some centres not stated)
→ -2%, 1%, 3%, 1%, 14%[10 µM], 4%, -5%
- Cn1cccc1/C=C(/C#N)C(N)=S
→ -18%, 1%, 16%, -5%, ., ?, 3%
- O=C(NCC(c1cccs1)N1CCOCC1)c1ccco1 (configuration not stated)
→ 2%, -1%, -16%, 0%[38.3 µM], -55%[inhibitor], -3%, ?
